# High-throughput results (PubChem BioAssay)
# SUMO1 PPI mod = modulators of SUMO1 protein-protein interactions, primary screen, biochemical, uHTS; hit rate 0.33% among 360,000; SUMO1 binding to a labelled peptide, TR-FRET, 1 h; inhibition, % at 20 µM; Small ubiquitin-related modifier 1 (Homo sapiens), P63165; in the data active = inhibition above about 37%
# Target sequence (P63165 whole entry, looked up): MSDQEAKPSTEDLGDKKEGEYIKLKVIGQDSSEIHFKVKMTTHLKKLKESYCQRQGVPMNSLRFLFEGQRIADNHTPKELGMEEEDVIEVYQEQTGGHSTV
# SKN-1 inh = suppressors of acrylamide-induced Pgst-4::GFP reporter in worms, primary screen, SKN-1 inhibitor project, whole organism, uHTS, GFP/RFP fluorescence ratio, strain VP596 | inhibition, % at 21.8 µM | AID 624304, 2012 | hit rate 0.49% among 360,000 | C. elegans VP596 Pgst-4::GFP/RFP ratio, 24 h;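 active = interference check ratio from 0.5 to 1.5 plus GFP to RFP signal ratio inhibition reaching or exceeding a fixed threshold, cut at about 30% in these data, passing the limit was not always enough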; note: some compounds called inactive have numbers as strong as hits
# Scp-1 inhibitor = Scp-1 phosphatase inhibitors, primary screen, biochemical, colorimetric, uHTS | Carboxy-terminal domain RNA polymerase II polypeptide A small phosphatase 1 (Homo … | Recombinant Scp1, phosphopeptide, malachite green phosphate absorbance | inhibition, % at 20 µM | hit rate 0.88% among 340,000 | AID 493091, 2011;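 active = inhibition above about 50% at 20 µM, limit read from the data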;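 note: plate controls were DMSO wells with enzyme for no effect and wells lacking enzyme for full effect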
#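 assay system = SCP-1 phosphatase catalytic domain, residues 76-261 | buffer or medium = 50 mM Tris acetate pH 5.5, 0.005% Tween-20, 10 mM MgCl2 | incubation = enzyme reaction 45 min at room temperature, colour 5 min, stabilisation 30 min | signal = Phosphate-binding colour reagent, absorbance read at 630 nm | measure = % inhibition at 20 µM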
# Tb MetRS inh = T. brucei MetRS inhibitors, primary screen, biochemical, luminescence; purified T. brucei MetRS, ATP depletion, Kinase-Glo luminescence; inhibition, % at 11.9 µM; methionyl-tRNA synthetase (Trypanosoma brucei brucei); AID 624268, 2012; hit rate 0.4% among 360,000;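 active = inhibition above a per-plate cutoff of the control wells' mean inhibition plus 3 SD, cut at about 5.5% in these data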;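 note: 0% = DMSO wells median and 100% = median of wells with control inhibitor compound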
#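 Material: T. brucei methionyl-tRNA synthetase, purified; reagent: substrates ATP, L-methionine and bulk Escherichia coli tRNA; dosing: 11.9 µM single point; timing: 15 min plus 2 h at 25 °C; detection: luminescence of leftover ATP; evaluation: % inhibition; control set: DMSO-only wells as low control; replicates: singlicate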
# STEP block = STEP phosphatase inhibitors, primary screen, biochemical, fluorescence intensity, uHTS. recombinant STEP, OMFP fluorogenic substrate. AID 588621, 2011. inhibition, % at 20 µM. hit rate 0.25% among 360,000;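 active = inhibition at 20 µM, scaled per plate between control wells, above about 37%, limit read from the data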;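 note: 0% = DMSO with enzyme and substrate and 100% = substrate only without enzyme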
#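 Assay system: isolated STEP enzyme / Timing: 20 min at room temperature, dark / Doses: 20 µM, 1% DMSO / Technique: fluorescence intensity, excitation 480 nm, emission 540 nm / Reagent: fluorogenic phosphatase substrate OMFP at 25 µM final / Measure: percent inhibition scaled to no-enzyme and uninhibited-enzyme controls, plate-pattern corrected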
# NRP1-CendR mod = modulators of CendR peptide binding to NRP-1, primary screen, biochemical, fluorescence polarization, uHTS; Neuropilin-1 (Homo sapiens), O14786; hit rate 0.85% among 360,000; AID 602438, 2012; inhibition, % at 25 µM; FAM-RPARPAR peptide binding to NRP-1;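 active = inhibition or corrected inhibition above about 18%, plus a signal ratio from 0.5 to 1.5, limit read from the data, passing the limit was not always enough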; note: strong numbers were not always called active
# DNMT1 inh = human DNMT1 methyltransferase inhibitors, primary screen, biochemical, molecular beacon, fluorescence, HinP1I cleavage, uHTS; DNA (cytosine-5)-methyltransferase 1 (Homo sapiens), P26358; inhibition (reported as % activation of signal), % at 10 µM; hit rate 0.83% among 360,000; in the data active = inhibition above about 50%
# NadD inh = inhibitors of S. aureus NadD, primary screen, biochemical, colorimetric, uHTS | purified NadD enzyme, colorimetric absorbance read-out | inhibition, % at 20 µM | hit rate 0.78% among 360,000; in the data active = inhibition above about 26%; note: some compounds past the cut are filed as inactive
# Neddyl block = inhibitors of cullin neddylation, primary screen, biochemical, TR-FRET, uHTS, NAE and Ubc12; NEDD8-conjugating enzyme Ubc12 (Homo sapiens) + NEDD8-activating enzyme E1 regulatory …; hit rate 0.58% among 360,000; calls only at 25 µM; in the data active = inhibition above about 36%
# Target sequence (P61081 whole entry, looked up): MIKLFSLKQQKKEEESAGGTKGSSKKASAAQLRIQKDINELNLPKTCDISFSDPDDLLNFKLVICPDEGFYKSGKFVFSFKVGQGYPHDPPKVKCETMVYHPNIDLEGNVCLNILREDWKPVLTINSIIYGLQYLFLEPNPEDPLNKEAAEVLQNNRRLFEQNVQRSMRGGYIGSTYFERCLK
# Target sequence (Q13564 whole entry, looked up): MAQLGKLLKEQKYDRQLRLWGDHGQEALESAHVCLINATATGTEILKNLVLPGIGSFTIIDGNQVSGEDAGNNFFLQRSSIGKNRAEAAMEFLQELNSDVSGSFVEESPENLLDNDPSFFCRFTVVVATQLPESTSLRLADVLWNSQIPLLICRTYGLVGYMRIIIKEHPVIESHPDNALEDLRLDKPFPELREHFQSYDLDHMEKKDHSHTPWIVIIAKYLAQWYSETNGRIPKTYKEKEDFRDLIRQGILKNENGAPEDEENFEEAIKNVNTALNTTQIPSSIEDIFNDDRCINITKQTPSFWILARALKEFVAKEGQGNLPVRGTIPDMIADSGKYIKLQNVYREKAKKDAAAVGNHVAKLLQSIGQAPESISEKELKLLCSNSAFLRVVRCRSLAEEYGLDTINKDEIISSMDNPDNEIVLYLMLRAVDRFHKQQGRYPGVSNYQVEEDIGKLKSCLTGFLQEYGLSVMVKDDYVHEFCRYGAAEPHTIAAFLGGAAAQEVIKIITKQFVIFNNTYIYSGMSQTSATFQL
# LMPTP inh = LMPTP phosphatase inhibitors, primary screen, biochemical, fluorescence intensity, uHTS; Low molecular weight phosphotyrosine protein phosphatase (Homo sapiens), P24666; recombinant LMPTP-A, OMFP fluorogenic substrate; inhibition, % at 20 µM; hit rate 0.22% among 360,000;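 active = compounds that cut the enzyme signal by at least half of the control window in the single-dose screen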;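 note: plate controls were DMSO wells with enzyme plus substrate for no effect and substrate without enzyme for full effect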
# Target sequence (P24666 whole entry, looked up): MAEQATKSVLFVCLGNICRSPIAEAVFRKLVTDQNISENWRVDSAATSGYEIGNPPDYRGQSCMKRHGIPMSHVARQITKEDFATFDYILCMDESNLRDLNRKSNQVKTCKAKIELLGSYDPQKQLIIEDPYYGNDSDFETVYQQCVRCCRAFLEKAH
#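 Assay system: LMPTP-A, protein tyrosine phosphatase of low molecular weight / Medium: pH 6.0 Bis-Tris buffer with DTT and Triton X-100 / Schedule: 50 min enzyme reaction at room temperature, protected from light / Measured by: endpoint fluorescence intensity from OMFP dephosphorylation / Read-out basis: % inhibition relative to no-enzyme and uninhibited control wells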
# * = called active by the depositor; i = inactive; · = not tested or not shown.
no.	molecule	SUMO1 PPI mod	SKN-1 inh	Scp-1 inhibitor	Tb MetRS inh	STEP block
1	COc1ccc(NC(=O)CCNC(=O)N2CC(=O)Nc3ccccc32)cc1	-4	7	·	-0.1	-2
2	O=C(COc1ccccc1)Nc1cccc(-c2ccc(N3CCOCC3)nn2)c1	-9	7	-3	-0.6	1
3	O=C(CN1C(=O)S/C(=C\c2ccc(C(=O)O)cc2)C1=O)Nc1ccccc1	-27	6	6	-0.6	2
4	O=C(CNC(=O)c1ccc2c(c1)OCO2)NCc1cccs1	3	13	1	-0.2	-3
5	CC(O)(CC(=O)CC(=O)c1ccccc1)c1ccccc1 (stereo not drawn)	2	-7	0	-0.3	-1
6	COC(=O)CCCn1cc(CN2CC(N(C)C)CS2(=O)=O)nn1 (stereo not drawn)	2	1	·	-0.2	·
7	CC(=O)Oc1cc2c(C(=O)NCc3ccncc3)c(C)oc2c2ccccc12	4	17	-6	-0.5	2
8	COC(=O)Cc1ccc(OCc2ccc(Cl)nc2)cc1	1	-1	-2	-0.5	-3

no.	NRP1-CendR mod	DNMT1 inh	NadD inh	Neddyl block	LMPTP inh
1	4	8	-6	i	-2.6
2	8	0	-2	i	0.9
3	-3	0	-3	i	-0.2
4	-8	0	2	i	1.4
5	13	2	2	i	-1.0
6	-1	·	0	i	-1.0
7	-11	-5	6	i	1.4
8	2	-1	2	i	-0.1

# (further entries)
no.	molecule	SUMO1 PPI mod	SKN-1 inh	Scp-1 inhibitor	Tb MetRS inh	STEP block
9	COc1ccc(CNC(=S)N/N=C(\C)c2ccc(OC)cc2)cc1	8	-5	-4	-1.5	2
10	CC1CCN(C(=O)CSc2n[nH]c(-c3cccs3)n2)CC1	0	9	-2	-0.2	2
11	O=C(NC1(C(F)(F)F)NC(=O)N(c2ccc(F)c(Cl)c2)C1=O)c1ccncc1 (stereo not drawn)	-2	0	-4	-1.2	0
12	COC(=O)[C@@]1(Sc2ccc(C)cc2)CC(=O)N[C@@H]1c1ccc(C(F)(F)F)cc1	6	2	·	-1.4	·
13	COC(=O)c1c(NC(=O)CSc2ccccc2N)sc(C)c1C	2	0	5	-0.9	4
14	O=C(CN1CCN(S(=O)(=O)c2ccc(Br)s2)CC1)NCC1CCCCC1	2	0	·	-0.2	-1
15	O=C(Cc1ccc(-c2ccccc2)cc1)NCc1ccccc1	0	-4	-6	-0.3	1
16	COc1ccc(S(=O)(=O)NCCC(=O)NC(C)c2ccccc2)cc1 (stereo not drawn)	3	-1	0	-0.3	2

no.	NRP1-CendR mod	DNMT1 inh	NadD inh	Neddyl block	LMPTP inh
9	-8	1	-11	i	0.8
10	-7	-1	2	i	-0.9
11	7	-2	9	i	-2.0
12	-2	·	-10	i	0.3
13	-5	-2	-4	i	1.8
14	0	3	0	i	-0.7
15	-10	-3	-1	i	-1.0
16	-6	4	14	i	-0.4

# An excerpt of these results, with two lines to a compound:
# Every second line gives: SUMO1 PPI mod, SKN-1 inh, Scp-1 inhibitor, Tb MetRS inh, STEP block, NRP1-CendR mod, DNMT1 inh, NadD inh, Neddyl block, LMPTP inh
12. COC(=O)[C@@]1(Sc2ccc(C)cc2)CC(=O)N[C@@H]1c1ccc(C(F)(F)F)cc1
  6, 2, ·, -1.4, ·, -2, ·, -10, i, 0.3
14. O=C(CN1CCN(S(=O)(=O)c2ccc(Br)s2)CC1)NCC1CCCCC1
  2, 0, ·, -0.2, -1, 0, 3, 0, i, -0.7

# (more compounds)
no.	molecule	SUMO1 PPI mod	SKN-1 inh	Scp-1 inhibitor	Tb MetRS inh	STEP block
17	Cc1ccc(NS(=O)(=O)c2cccc(C(=O)O)c2)cc1S(=O)(=O)N1CCOCC1	0	3	11	-0.4	11
18	CC1(C(=O)NS(=O)(=O)c2ccc3ccccc3c2)CCN1C(=O)CC1CCCCC1 (stereo not drawn)	2	12	·	-0.1	-1
19	O=C(Cc1ccccc1)NC(NCCCN1CCOCC1)(C(F)(F)F)C(F)(F)F	-2	-3	-2	-0.3	-7
20	COc1cccc(Nc2nc(-c3ccccc3)nc3ccccc23)c1	-5	7	4	-0.7	-2
21	COc1c(Br)cc(Br)cc1C(=O)Nc1ccccc1N1CCCC1	3	-18	-6	-0.1	2
22	O=C(NC1CCc2ccccc21)C1CCN(S(=O)(=O)c2ccc(-n3cnnn3)cc2)CC1 (stereo not drawn)	-1	10	-12	-0.3	-1
23	CCC(=O)N1C(Cc2ccccc2)COC1(C)C (stereo not drawn)	-2	3	-8	-0.2	4
24	CCc1ccc(/C(C)=N/NC(=O)C(O)c2ccccc2)s1 (stereo not drawn)	-13	8	0	-0.1	-3

no.	NRP1-CendR mod	DNMT1 inh	NadD inh	Neddyl block	LMPTP inh
17	-1	9	-3	i	-0.6
18	4	-1	3	i	-1.9
19	4	2	-4	i	-11
20	6	-5	-3	·	11
21	5	4	-2	i	3.1
22	-2	3	-7	i	-0.3
23	5	2	-3	i	-2.1
24	14	-2	4	i	0.0

# Other compounds
no.	molecule	SUMO1 PPI mod	SKN-1 inh	Scp-1 inhibitor	Tb MetRS inh	STEP block
25	CC1(C)CC(=O)C2=C(C1)Nc1ccccc1NC2c1ccc(F)cc1 (stereo not drawn)	-1	-17	-5	-0.2	1
26	S=C(NCCc1ccccn1)Nc1cc(Cl)cc(Cl)c1	1	0	-13	4.9	1
27	O=c1[nH]c2ccc(Cl)cc2c(-c2ccccc2)c1[N+](=O)[O-]	-2	4	26	-0.8	-1
28	O=S1(=O)CC2NC(=S)N(c3cccc(Br)c3)C2C1 (stereo not drawn)	-1	18	-11	-0.1	2
29	O=C(NC(c1ccccc1)c1ccccc1)c1cccc(S(=O)(=O)NCc2ccccc2)c1	-2	1	1	0.5	1
30	O=C(c1ccco1)N1CCN(C(=O)C2CC(c3ccccc3F)=NO2)CC1 (stereo not drawn)	0	11	-13	-0.5	-1
31	O=c1c2cnn(-c3ccc(F)cc3)c2ncn1Cc1cccnc1	-1	-2	6	-1.2	-3
32	CCCC(=O)Nc1ccc(OCC(=O)OC)cc1	-2	19	-7	-0.2	-1

no.	NRP1-CendR mod	DNMT1 inh	NadD inh	Neddyl block	LMPTP inh
25	-14	0	1	i	-1.0
26	4	-3	-4	i	0.8
27	4	1	-6	i	-8.4
28	2	-4	4	i	-1.2
29	-11	-3	0	i	3.4
30	5	2	-3	i	0.1
31	-5	2	-9	i	-0.3
32	8	1	0	i	-1.0

# (continued)
no.	molecule	SUMO1 PPI mod	SKN-1 inh	Scp-1 inhibitor	Tb MetRS inh	STEP block
33	O=C(NCCCl)Nc1ncn[nH]1	-4	-4	5	-0.7	1
34	CCOc1ccc(/C=C(\C(=O)O)c2ccc(S(=O)(=O)N3CCCCC3)s2)cc1OC	14	12	35	0.0	1
35	On1onc2c3cc(-c4ccccc4)nc3ccc21	-7	15	-14	0.5	-2
36	Nc1ccc(C(=O)Nc2ccc(Nc3ccncc3)cc2)c([N+](=O)[O-])c1	-26	2	·	-0.3	2
37	CCN1C2OC3OC4C(OC3OC2N(CC)S1(=O)=O)N(CC)S(=O)(=O)N4CC (stereo not drawn)	-1	6	-3	0.8	-2
38	COc1ccc(CNC(=O)C(c2ccco2)N(C(=O)c2snc(C(N)=O)c2N)c2cccc(OC)c2)cc1 (stereo not drawn)	-4	8	1	-1.2	-3
39	COc1cc(N=c2ssnc2Cl)cc(OC)c1	-2	15	-5	-0.3	6
40	O=C(COc1ccc2c(-c3ccccc3)cc(=O)oc2c1)Nc1cccnc1	23	17	-1	-0.2	10
41	COc1ccc(S(=O)(=O)NC(=O)C2(C)CCN2C(=O)CCc2ccc(Cl)cc2Cl)cc1 (stereo not drawn)	6	1	·	-0.2	0
42	O=C(Cn1cc2c(n1)CCCC2)NCc1cccs1	1	-10	-4	-0.3	0
43	COc1cccc(OC)c1C(=O)NC(C)CCc1ccccc1 (stereo not drawn)	2	20	0	-0.9	-4

no.	NRP1-CendR mod	DNMT1 inh	NadD inh	Neddyl block	LMPTP inh
33	5	4	3	i	-3.8
34	6	7	0	i	-0.8
35	-9	-11	-11	i	2.5
36	27*	0	2	i	4.2
37	18	0	7	i	0.3
38	5	0	5	i	1.0
39	-8	-5	26	i	40
40	-6	47	3	i	11
41	3	9	-1	i	-0.7
42	5	0	5	i	-1.3
43	-1	-1	-7	i	0.0

# Only STEP block and Neddyl block, for some of the entries so far:
cpd	Molecule	STEP block	Neddyl block
34	CCOc1ccc(/C=C(\C(=O)O)c2ccc(S(=O)(=O)N3CCCCC3)s2)cc1OC	1	i
41	COc1ccc(S(=O)(=O)NC(=O)C2(C)CCN2C(=O)CCc2ccc(Cl)cc2Cl)cc1 (stereo not drawn)	0	i
33	O=C(NCCCl)Nc1ncn[nH]1	1	i
35	On1onc2c3cc(-c4ccccc4)nc3ccc21	-2	i
42	O=C(Cn1cc2c(n1)CCCC2)NCc1cccs1	0	i

# Rows are unselected; any-hit rate near 4.6%.
